From PubChem
Measles CPE = compounds protecting cells from measles virus cytopathic effect, primary screen, measles RdRp inhibitor project, single point, MLSMR library, absorbance; protection (pct of control), % at 4 µM; actives 1.5% (n = 140,000); Measles virus-infected cells, CPE protection; in the data active = protection mostly above about 24%, no sharp cut-off; inactive = mostly below about 26%; note: some compounds called inactive have numbers as strong as hits
HCT116 bCat-KO = primary screen for growth suppressors in beta-catenin knockout HCT116 cells (colon tumor, human) | HCT116 beta-catenin knockout viability, CellTiter-Glo, 60 h; hits give low values | viability, % at 10 µM | actives 1.5% (n = 140,000);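 active = viability at or under a set limit, the compound median less 4 SD, cut at about 6% in these data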;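 note: 0% = Hyamine 1622 control at 20 µM and 100% = untreated cell control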
Phagocyt inh = inhibitors of macrophage phagocytosis, primary screen, imaging, J774A.1 cells, IgG beads; J774A.1 macrophage IgG-bead phagocytosis; inhibition, % at 5 µM; actives 0.07% (n = 110,000);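 active = inhibition above the mean of the plate negative controls plus 5 SD, cut at about 13% in these data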;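 note: phagocytic index as fraction of beads internalized from green versus red external bead signal; plate controls were DMSO negative control for no effect and cytochalasin-D positive control for full effect; some results beyond the cut were filed as inactive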
Yeast lifespan up = compounds extending yeast replicative lifespan, primary screen, S. cerevisiae, OD615 | S. cerevisiae growth with nicotinamide; deaD strain in restrictive glucose medium | inhibition of the nicotinamide effect, % at 10 µM | actives 0.68% (n = 130,000) | AID 775, 2007;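 active = inhibition above a set limit, placed 3 SD over the median of all compounds, cut at about 26% in these data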;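 note: 0% = nicotinamide-treated wells and 100% = cells grown without nicotinamide; some compounds called inactive have numbers as strong as hits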
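assay system = DeaD-strain S. cerevisiae | buffer or medium = restrictive glucose medium | reagent = 1.5 mM nicotinamide | compound = 10 µM single point, 0.25% DMSO | incubation = 48 h compound exposure at 30 °C, humidified | signal = OD615 measurement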
GALR2 antag = GALR2 antagonists in receptor-expressing cells, primary screen. inhibition, % at 4 µM. AID 828, 2007. antagonist mode. actives 0.39% (n = 140,000); in the data active = inhibition above about 27%;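 note: cells stimulated with galanin 1-16 at roughly its EC80; 0% = agonist challenge control and 100% = basal control without agonist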
Target sequence (O43603 whole entry, looked up): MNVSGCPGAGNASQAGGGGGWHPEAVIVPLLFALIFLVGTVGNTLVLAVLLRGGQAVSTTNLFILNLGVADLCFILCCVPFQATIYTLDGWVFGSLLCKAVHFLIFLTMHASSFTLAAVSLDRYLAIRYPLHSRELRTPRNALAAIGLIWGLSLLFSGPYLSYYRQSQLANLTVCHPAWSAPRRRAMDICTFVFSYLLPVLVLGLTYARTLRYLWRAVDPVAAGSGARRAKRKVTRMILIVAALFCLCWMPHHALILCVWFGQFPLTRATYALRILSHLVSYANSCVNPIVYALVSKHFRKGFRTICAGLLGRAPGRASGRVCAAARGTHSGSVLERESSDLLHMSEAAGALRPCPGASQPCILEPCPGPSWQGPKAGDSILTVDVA
NPY Y2 blocker = NPY-Y2 receptor antagonists, primary screen, cell-based | NPY-Y2 expressing cells, antagonist mode | inhibition, % at 2.7 µM | actives 0.99% (n = 140,000); in the data active = inhibition above about 17%;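 note: 0% = vehicle with agonist challenge and 100% = reference antagonist with challenge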
Target sequence (P49146 whole entry, looked up): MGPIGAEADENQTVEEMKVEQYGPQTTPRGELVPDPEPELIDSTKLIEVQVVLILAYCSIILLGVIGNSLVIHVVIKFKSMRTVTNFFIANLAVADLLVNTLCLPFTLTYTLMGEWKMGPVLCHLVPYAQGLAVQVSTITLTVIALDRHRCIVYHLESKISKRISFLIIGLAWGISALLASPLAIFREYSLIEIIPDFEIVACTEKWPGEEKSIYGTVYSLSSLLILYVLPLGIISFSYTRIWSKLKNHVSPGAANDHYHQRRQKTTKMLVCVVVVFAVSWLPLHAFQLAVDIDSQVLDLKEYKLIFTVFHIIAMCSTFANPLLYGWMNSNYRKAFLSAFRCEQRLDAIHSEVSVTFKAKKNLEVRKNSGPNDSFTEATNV
MRP1 act = H69AR viability gain despite doxorubicin, primary screen, MRP-1 activator project, H69AR cells, CellTiter-Glo; viability rescue; viability increase, % at 10 µM; actives 0.61% (n = 140,000);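 active = viability gain under doxorubicin at or above a set limit, the compound median plus 3 SD, cut at about 4.7% in these data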;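 note: MRP-1 overexpressing cells given doxorubicin 25 µM after compound pretreatment; 18-22 h compound pretreatment then 72 h with doxorubicin before readout; 0% = doxorubicin-only wells and 100% = vehicle-treated cells without doxorubicin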
PTEN del growth = growth suppression of PTEN-null HCT116, primary screen, cell-based, CellTiter-Glo; HCT116 PTEN-null viability, 60 h; hits give low values; viability, % at 10 µM; actives 1.2% (n = 140,000); AID 827, 2007;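 active = viability at or below a set limit, 4 SD under the median of all tested compounds, cut at about 3.7% in these data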;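 note: PTEN knockout HCT116 line with beta catenin targeted HCT116 as companion control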
E-sel TNF inh = E-selectin induction blockers in HUVEC – imaging, immunofluorescence, high content, primary screen; inhibition, % at 2 µM; AID 1246, 2008; actives 0.71% (n = 120,000); HUVEC TNFa-induced E-selectin immunofluorescence;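 active = inhibition above the batch mean plus 3 SD, and confirmed as a hit on visual image review, cut at about 43% in these data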;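 note: 0% = TNF-stimulated DMSO wells and 100% = unstimulated control wells; not every result past the cut was called active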
BB579 growth dn = growth inhibitors of yeast BB579 in restrictive medium, primary screen, yeast lifespan-shortening project, S. cerevisiae | OD615, 48 h | inhibition, % at 10 µM | actives 0.51% (n = 140,000);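 active = inhibition above a set limit, 3 SD over the mean compound inhibition, cut at about 44% in these data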; note: inactives centre near -24
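Assay system – yeast BB579 (DeaD) · Dosing – single compound dose of 10 µM, 0.25% DMSO final · Detection – OD615 turbidity measurement · Buffer or medium – CSMM-D restrictive synthetic medium containing dextrose (glucose) · Benchmarks – positive control amphotericin B 10 µg/mL · Incubation – 48 h exposure, 30 °C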
* = called active by the depositor; nt = no result given. Outcome played no part in choosing rows; 6.1% or so of the library scored in one or more.

SMILES	Measles CPE	HCT116 bCat-KO	Phagocyt inh	Yeast lifespan up	GALR2 antag	NPY Y2 blocker	MRP1 act	PTEN del growth	E-sel TNF inh	BB579 growth dn
COc1ccc(C(=O)N2c3cc4c(cc3C(C)=CC2(C)C)OCO4)cc1	6.5	63.9	0.6	-0.9	4.3	5.7	-1.4	58.6	-9.1	-11.1
COc1ccc(C(C(=O)NC2CCCC2)N(CCN2CCOCC2)C(=O)c2ccc(OC)c(OC)c2)cc1 (stereo unspecified)	6.4	89.6	-1.1	-6.4	-3.0	0.9	-2.5	85.1	6.1	14.0
CC1CN(c2nc3ccccn3c(=O)c2/C=C(\C#N)S(=O)(=O)c2ccccc2)CC(C)O1 (stereo unspecified)	13.1	94.0	-0.6	-5.3	-11.8	0.8	-3.4	106.0	-18.0	-27.7
CCN(CC)S(=O)(=O)c1cc(C(=O)OCC(=O)Nc2cccc(C)c2C)ccc1F	3.6	92.6	-5.6	3.2	4.3	1.8	-0.1	103.3	nt	-8.9
CC(C)OC(=O)c1cc2c(ccn2C)n1CC(=O)N1CCC(Cc2ccccc2)CC1	13.9	64.0	nt	5.3	-13.1	7.3	-3.1	54.4	22.6	-33.4
Cc1csc(NC(=O)CNC(=O)OCc2ccccc2)n1	2.2	91.8	-0.3	-6.1	-3.4	0.5	-0.1	99.7	-15.3	-57.1
O=C(COc1ncnc2sccc12)Nc1ccc2c(c1)OCCO2	25.7	97.2	-0.4	-9.1	7.1	1.7	-0.1	96.3	-9.2	-47.9
S=C1N(c2ccccc2)C(c2ccccc2)N2CCCN12 (stereo unspecified)	16.5	79.4	-1.8	-12.7	-6.9	-1.5	-1.5	76.4	14.4	-0.7
COc1ccc(/C=N/N2CCN(C)CC2)cc1OC	2.9	87.7	-0.7	0.2	2.4	2.2	-0.6	90.7	-21.7	23.6
Cc1ccc(C2=NN(C)c3nc4ccccc4n3C2)cc1	13.2	54.0	-0.5	-18.5	19.8	18.8*	-1.1	59.0	-0.7	-65.0
Cc1ccc2sc(-c3ccc(NC(=O)CCN4C(=O)c5ccccc5C4=O)cc3)nc2c1	7.5	88.8	0.2	-1.9	4.5	7.4	-3.4	82.5	nt	-41.1
COc1ccc(C(=O)/C=C/Nc2cccc(C)n2)cc1OC	6.4	99.0	0.1	-26.2	-1.6	3.2	-0.1	104.3	-18.2	-10.4
CCCCNc1cc(=O)n(C)c(=O)n1C	20.1	81.6	nt	-16.1	5.1	4.5	-2.4	85.1	27.0	-2.8
COc1ccc(CNC(=O)c2cnc3n(c2=O)CCS3)cc1	8.5	94.4	-0.5	-7.5	1.1	-0.4	0.3	99.0	nt	-8.3
Cc1cc(-c2ccccc2)[nH]c(=O)c1S(=O)(=O)c1ccc(Cl)cc1	8.2	83.5	nt	-11.6	-2.4	1.2	-0.2	90.2	10.1	-35.5
Cc1ccc(C(=O)c2ccc(C(F)(F)F)cc2)cc1	11.3	100.3	-0.3	-4.4	4.5	-0.6	2.5	108.9	15.0	-38.7
Cc1ccc(C(=O)c2ccc(N3CCOCC3)c(F)c2)cc1	24.4	75.8	nt	nt	-8.7	3.8	-0.3	79.5	-17.4	9.3
CCOC(=O)CNC(=O)CCNS(=O)(=O)c1ccc2c(c1)c(=O)n(C)c(=O)n2C	4.6	91.4	0.1	-3.3	-13.1	-0.7	-0.1	100.4	-4.1	-28.6
CCCCC(CC)C(=O)Nc1ccccc1C#N (stereo unspecified)	13.4	94.9	1.0	-10.4	7.0	3.3	-0.5	95.0	2.3	-27.4
O=S(=O)(c1ccc(Cl)cc1)N1CCN(C(=S)Nc2ccc(F)c(Cl)c2)CC1	6.2	76.1	-5.1	4.4	11.5	-4.6	-1.3	62.8	nt	-2.7
COc1ccc(OC)c(NC(=O)Nc2ccc(Cl)cc2)c1	5.3	71.6	-1.2	-21.4	19.2	-4.9	-0.4	83.4	6.2	-67.0
CC(=O)c1cccc(NC(=O)N2CCc3ccccc3C2)c1	8.7	93.2	-0.5	-25.5	-6.3	3.2	-3.0	92.5	-9.8	-14.9
Cc1ccccc1NC(=O)c1cc(S(=O)(=O)N2CCOCC2)cs1	3.6	90.4	nt	nt	6.8	-0.6	-3.0	105.6	-7.5	-6.5
Cc1cc(/C=N/NC(=O)c2ccc(CN3CCOCC3)cc2)c(C)n1-c1ccccc1	1.1	79.3	-1.7	7.7	-1.8	1.1	-0.3	77.0	-62.5	0.0
CC(=O)Nc1ccccc1O	28.3	94.5	nt	0.0	-8.8	-0.1	-2.0	104.0	nt	4.3

Next compounds
SMILES	Measles CPE	HCT116 bCat-KO	Phagocyt inh	Yeast lifespan up	GALR2 antag	NPY Y2 blocker	MRP1 act	PTEN del growth	E-sel TNF inh	BB579 growth dn
COc1ccc(CC(NC(C)=O)C(=O)NC2CCN(C(=O)Nc3ccc(C#N)cc3)CC2)cc1OC (stereo unspecified)	18.5	122.1	-1.8	10.6	-6.7	1.9	-0.6	91.7	10.3	-13.8
O=C(Nc1cccc(C(F)(F)F)c1)C1CCCN(c2ncccn2)C1 (stereo unspecified)	18.1	86.9	-1.8	-9.0	-5.0	7.4	-0.2	82.7	23.0	-77.8
CCCCCOc1ccc(Cn2ccnc2)cc1[N+](=O)[O-]	20.0	63.9	nt	2.4	-6.4	1.3	1.7	84.2	-30.0	11.9
CC(C)(C)n1ncc2c(=O)n(CC(=O)Nc3ccc4c(c3)OCCO4)cnc21	10.5	95.2	-1.6	-2.8	-11.4	-1.2	0.0	94.2	nt	-26.8
CCC(C)NC(=O)c1cn(C)c(=O)c2cc(OC)c(OC)cc12 (stereo unspecified)	4.9	88.8	-1.5	-8.1	15.5	0.5	-1.4	103.5	-71.7	-70.6
Cc1ccc2nsnc2c1N(S(C)(=O)=O)S(C)(=O)=O	11.1	97.5	-3.1	-10.6	7.5	2.0	-3.9	86.7	4.7	14.0
N#CC1=C(N)Oc2c(ccc3ccccc23)C1c1cccs1 (stereo unspecified)	2.0	11.3	2.4	-6.3	8.3	6.4	-2.3	12.1	5.8	-38.1
Cc1cc2ccccc2c(=O)n1CC(=O)Nc1ccc2c(c1)OCCO2	5.1	98.2	-1.7	-1.6	4.1	2.4	-0.6	101.8	-22.5	-22.1
CCOCCCNC(=O)c1ccc(NC(C)=O)cc1	6.7	99.3	0.0	-3.1	-5.8	2.5	-1.5	90.0	-11.7	-19.7
COc1ccc(-c2cc(C#N)nc(N3CCN(c4ccccc4)CC3)n2)cc1	4.8	58.5	nt	-16.0	1.4	2.8	1.2	56.0	-49.5	-15.9
COc1ccc(Nc2nnc(SCC(=O)c3cc(C)n(CC4CCCO4)c3C)s2)cc1 (stereo unspecified)	4.3	84.2	3.9	-0.4	2.6	-0.4	0.1	73.0	-21.3	-3.4
COc1ccc(C(=O)N/N=C/c2ccc(SC)cc2)cc1	6.0	76.4	-4.8	-4.5	1.2	0.8	0.6	86.6	13.9	-40.1
Cc1nc2ccccc2c2oc(C(=O)NCCCN3CCCC3=O)cc12	12.4	88.9	1.2	-3.2	6.3	0.4	-2.2	93.2	17.9	21.4
C/C(=N\NS(=O)(=O)c1ccc(Cl)c([N+](=O)[O-])c1)c1ccc(C)o1	10.1	86.4	nt	-4.3	-0.1	-0.2	-2.5	94.6	-9.7	-26.4
CC(C)(C)c1ccc(C(=O)N/N=C2\C3CN4CCN(C3)CC2(c2ccccc2)C4)cc1	6.7	91.9	-2.8	0.0	6.0	1.8	-1.3	75.0	nt	-49.1
COc1ccc2cc(CN(CC3COCCO3)S(=O)(=O)c3ccccc3)c(=O)[nH]c2c1 (stereo unspecified)	6.5	105.8	-0.6	-12.1	-2.5	0.7	-3.5	88.3	-4.5	-24.4
CN(C(=O)C12CC3CC(CC(C3)C1)C2)C1CCS(=O)(=O)C1 (stereo unspecified)	8.5	115.2	-0.5	1.3	-3.9	0.8	-0.8	104.6	38.9	-13.7
O=S(=O)(CCCc1ccccc1)c1ncn[nH]1	23.6	94.0	-0.7	-4.4	0.8	4.7	-0.3	94.8	-7.5	-25.6
CCC1=C/C(=C\c2ccc3c(c2)OCO3)C(=O)S1	4.0	74.4	1.6	-11.2	-4.4	0.7	-1.4	82.9	nt	-57.7
COC(=O)c1nn(-c2ccccc2)c(Cl)c1/C=N/OCc1ccc(C)cc1	29.3	89.1	nt	-2.3	13.4	4.0	-3.1	93.6	nt	-38.4
CC1(C)Cc2ccccc2-c2nnc(SCc3ccc(C#N)cc3)n21	10.5	91.4	-0.4	-1.8	-2.9	6.8	0.1	90.5	24.1	-20.1
Cc1ccc(CN2C(=O)CCC2C(=O)NCc2cccnc2)cc1 (stereo unspecified)	0.5	80.5	nt	-7.7	6.7	0.8	-0.7	89.0	0.8	-5.9
COc1ccc(C(=O)CSc2nnc(CN3CCCCC3)n2-c2ccc(F)cc2)cc1OC	11.4	90.2	-4.6	1.1	-2.1	6.6	-2.3	98.8	nt	-4.1
O=C(Nc1nnc(SCc2ccccc2)s1)c1ccco1	17.5	106.2	1.1	-10.1	2.2	0.1	0.6	107.2	-2.4	-14.1
O=C(NC1CCCCC1)n1c(=O)oc2cc(S(=O)(=O)N3CCCCC3)ccc21	15.4	105.0	-0.5	-5.3	1.0	6.7	-0.5	95.0	12.1	-53.0

(listing goes on)
SMILES	Measles CPE	HCT116 bCat-KO	Phagocyt inh	Yeast lifespan up	GALR2 antag	NPY Y2 blocker	MRP1 act	PTEN del growth	E-sel TNF inh	BB579 growth dn
O=C(CC(NS(=O)(=O)c1ccc(Cl)cc1)c1ccco1)NC1CCCC1 (stereo unspecified)	22.0	81.8	-1.3	-10.9	11.0	0.1	-1.4	80.8	-27.2	-4.6
O=C(N/N=C\c1cccc(Br)c1)c1ccccc1-n1cccc1	18.6	83.0	0.3	-14.1	-5.4	1.1	-1.6	74.9	nt	-90.4
Cc1nnc(Nc2ccccn2)c2ccccc12	5.0	90.9	nt	-4.0	7.4	2.7	-3.1	100.8	-45.0	26.1
COc1cccc(OCCSc2nc(N)cc(N)n2)c1	7.0	25.7	-0.8	-23.7	1.6	1.3	-2.2	44.7	8.7	-2.1
COc1cc(/C=C2\S/C(=N/S(=O)(=O)c3ccccc3)NC2=O)c([N+](=O)[O-])cc1OC	6.6	100.1	nt	nt	-4.5	1.6	-0.6	93.5	11.9	-20.2
CCOC(=O)Cc1csc(NC(=O)c2c(-c3ccccc3)noc2C)n1	5.3	87.2	1.3	1.4	-5.4	-0.9	4.9*	85.1	nt	-19.3
O=C(O)c1cc(NC(=O)C2CCCO2)cc(NC(=O)C2CCCO2)c1 (stereo unspecified)	7.2	101.4	-0.7	-10.9	-5.8	1.4	-0.1	110.2	-13.6	-78.4
N#Cc1cc2ccccc2nc1SCc1cccnc1	4.3	87.7	-2.4	-25.2	1.3	2.3	-3.6	91.0	-17.6	-14.3
